Salmonella PhoP GFP – PhoP regulon inhibitors, Salmonella typhi PhoP promoter GFP reporter, confirmatory (AID 1850) | one-dose inhibition, % at 50 µM; IC50 in µM for titrated hits | 310,000 tested, 0.33% active | Salmonella Typhi PhoP-promoter GFP reporter, fluorescence, 4 h; higher % means a stronger effect; in the data active = a potency from the dose series; inconclusive = inhibition mostly from about 25% at the one dose, without a potency; inactive = the rest, 99 in 100 with inhibition below about 19%;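 note: 0% = induced wells with vehicle and 100% = uninduced wells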
M. tuberculosis HTS – M. tuberculosis growth inhibition, HTS (AID 449762). M. tuberculosis H37Rv growth inhibition, 7H9 media; higher % means a stronger effect. inhibition, % at 25 µM; hits with a dose series show IC50 in µM. 330,000 tested, 0.59% active; in the data active = a potency from the dose series; inconclusive = inhibition above about 70% without an active follow-up result;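 note: bacterial growth assessed after seven days of incubation; strong numbers were not always called active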
influenza NS1A – H1N1 influenza NS1A inhibitors, functional cell based assay (AID 504329). inhibition, % at 12.5 µM, or IC50 in µM where a hit was titrated. NS1A functional cell-based assay, percent inhibition; higher % means a stronger effect. 340,000 tested, 0.3% active; in the data active = a potency from the dose series; inconclusive = inhibition above about 27% without an active follow-up result; note: strong numbers were not always called active
inhibitors of VEEV – inhibitors of VEEV TC-83 cytopathic effect, confirmation, Vero cells (AID 588727); Vero cells, VEEV TC-83 cytopathic effect inhibition; higher % means a stronger effect; one-dose inhibition, % at 20 µM; IC50 in µM for titrated hits; 350,000 tested, 0.13% active; in the data active = a potency from the dose series; inconclusive = inhibition mostly from about 14% at the one dose, without a potency; inactive = the rest, 99 in 100 with inhibition below about 12%; note: strong numbers were not always called active
tuberculosis growth – growth inhibition of non-replicating M. tuberculosis (AID 488890) | Mycobacterium tuberculosis non-replicating, growth inhibition; higher % means a stronger effect | one-dose inhibition, % at 25 µM; IC50 in µM for titrated hits | 320,000 tested, 0.39% active; in the data active = a potency from the dose series; inconclusive = inhibition mostly from about 82% at the one dose, without a potency; inactive = the rest, 99 in 100 with inhibition below about 76%;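 note: plate controls were DMSO cells for no effect and high antibiotic wells for full effect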
inhibitors of VEEV 10K pilot screen – further read-out of inhibitors of VEEV, marked with its call; inhibition, %; measured here: 10K pilot screen inhibition
* = called active by the depositor; i = inactive; ? = inconclusive; nt = not tested or not shown; & = joins results of further samples.

SMILES	Salmonella PhoP GFP	M. tuberculosis HTS	influenza NS1A	inhibitors of VEEV	tuberculosis growth	others
COc1ccc(-c2n[nH]c(=S)o2)c(OC)c1	4%	0%	-7%	2.0%	-15%
CC(=O)Nc1sc(C)c(C)c1C(=O)OCC(=O)NCc1ccccc1	nt	nt	5%	1.1%	nt
CN(Cc1ccccc1)C(=S)NC(=O)c1ccccc1	-3%	?	-21%	1.1%	5%
COc1ccc(Cl)cc1/C=C1/C(=O)ON=C1C	23%	5%	1%	0.8%	-13%
COc1cc([N+](=O)[O-])ccc1NC(=O)Cc1ccc(C)cc1	-1%	-3%	3%	1.2%	24%	inhibitors of VEEV 10K pilot screen=1.9
CCC1=NN(C(=O)COc2ccccc2)C(O)(c2ccc(Br)cc2)C1 (stereo unspecified)	-3%	-12%	-12%	i	?
CC(=O)c1cccc(NC(=O)C(C)OC(=O)CCc2nc3ccccc3c(=O)[nH]2)c1 (stereo unspecified)	nt	-7%	14%	i	-7%
O=C(COC(=O)c1cc(Br)ccc1Cl)NC(=O)NCc1ccccc1	-1%	68%	-3%	0.3%	?
COc1ccccc1CNC(=O)COC(=O)c1c(C)nn(-c2ccccc2)c1Cl	-8%	-6%	22%	12%	4%
O=C(c1ncn[nH]1)N1CCN(c2nc(-c3ccccc3)cs2)CC1	-4%	1%	-11%	6.3%	64%
CCC(NC(=O)NNC(N)=S)(C(F)(F)F)C(F)(F)F	6%	0%	-5%	i	-6%
Cc1ccc(CNC(=O)CN2CCCC(C)C2)cc1 (stereo unspecified)	4%	-1%	4%	i	25%
O=C(Nc1ccccc1)c1[nH]ncc1[N+](=O)[O-]	-7%	7%	-6%	i	60%
COc1ccccc1CNS(=O)(=O)c1ccc2c(c1)CC(C)N2C(=O)C1CCC1 (stereo unspecified)	10%	6%	-8%	i	25%
CSc1ccc(CN(C)C(=O)c2cc(Cl)c3c(c2)OCCO3)cc1	11%	-2%	0%	2.0%	30%
CCN1C(=O)N(C)[C@@H](c2ccccc2)C(C(C)=O)=C1C	15%	-2%	7%	i	-1%	inhibitors of VEEV 10K pilot screen=0.4
COC(=O)c1csc2c(C(F)(F)F)cc(N3CCN(C(=O)Nc4ccccc4)CC3)nc12	2%	7%	5%	0.1%	5%
CC1CC2C3CCC4=CC(=O)CCC4(C)C3CCC2(C)C1(O)C(=O)CO (stereo unspecified)	nt	nt	6%	0.8%	nt
CC(C)c1ccc(OCC(=O)NC2=NCCS2)cc1	3%	1%	9%	i	i
CCN(CC)c1ccc(C=NN2CCCCCC2)cc1	nt	nt	1%	1.0%	nt
O=S(=O)(c1ccc(Br)cc1)c1nc(-c2ccccc2)oc1NCc1cccnc1	0%	1%	7%	4.1%	2%
COC(=O)C1(O)CC(CC(C)C)=NN1C(=O)c1ccccc1 (stereo unspecified)	-5%	-15%	-5%	0.4%	31%
O=C(NCC1CCCO1)NC1(C(F)(F)F)Oc2ccccc2O1 (stereo unspecified)	-2%	1%	-6%	0.9%	6%
Cc1ccc(C(C)C)cc1OCC(=O)Nc1nnc(C2CC2)s1	nt	7%	-3%	>25µM*	12%
Cc1cc(NC(=O)NC(C)(C(F)(F)F)C(F)(F)F)no1	2%	3%	0%	1.8%	-5%
N#CCCN(C(=O)COC(=O)c1cccc(S(=O)(=O)Nc2ccc([N+](=O)[O-])cc2)c1)c1ccccc1	-7%	-2%	-6%	2.1%	-1%
CCN(CC)C(=O)Oc1ccc(Cl)c2ccccc12	3%	29%	-4%	i	26%
O=C(O)c1ccc2cccc(Cl)c2c1O	-12%	-2%	-6%	2.2%	61%
O=C(COC(=O)c1ccccc1Cl)NC(=O)NCc1ccccc1	-3%	4%	-3%	0.8%	?
CC(C)(C)N(Cc1ccccc1)C(=O)COC(=O)C1CC(=O)N(Cc2ccccc2)C1 (stereo unspecified)	nt	nt	-2%	0.8%	nt
Cc1ccc(C2=Nc3ccccc3N=C(c3ccc([N+](=O)[O-])cc3)C2)c(O)c1	-8%	0%	3%	0.7%	0%
C=CCNC(=O)NC(=O)COC(=O)c1cccnc1SC	-5%	-9%	-24%	1.7%	9%
Cc1c(C(=O)N2CCCC2)sc(NC(=O)c2ccco2)c1C#N	-7%	-2%	9%	1.5%	37%
Cc1ccc(CC(CC(=O)Nc2cccc(C(F)(F)F)c2)C(=O)O)cc1 (stereo unspecified)	-10%	2%	5%	1.1%	29%
O=S(=O)(C=C(c1ccccc1)c1ccccc1)c1ccccc1	-12%	10%	-4%	3.0%	24%
CCOC(=O)C(C)Sc1cc(CS(=O)(=O)c2ccccc2)nc(-c2ccccc2)n1 (stereo unspecified)	-17%	2%	-3%	2.0%	17%	inhibitors of VEEV 10K pilot screen=1.0
COc1ccccc1N(CC(=O)NC1CCCCC1)C(=O)CCC(=O)Nc1nccs1	-13%	-4%	-6%	1.4%	0%
CC(SCc1ccccc1)C(=O)Nc1ccccc1F (stereo unspecified)	-5%	3%	4%	0.5%	?
O=C(CCN1C(=O)CSc2ccccc21)Nc1cccc(C(F)(F)F)c1	nt	1%	2%	9.5%	18%
COc1ccc(CNc2cc(C)nc3ccc(OC)cc23)cc1	0%	0%	2%	i	40%
Cc1ccc(C)c(OCC(=O)NNC(=O)CSC(=S)N2CCCC2)c1	4%	-1%	-7%	0.5%	22%
Clc1ccccc1-c1nn2c(Cn3cnc4ccccc43)nnc2s1	-14%	1%	2%	4.5%	25%
N#CCC(=O)Nc1ccc(C(=O)Nc2cccc(S(N)(=O)=O)c2)cc1	2%	2%	4%	1.2%	14%
CCOC(=O)C1CCCN(C2CC(=O)N(c3cccc(C(F)(F)F)c3)C2=O)C1 (stereo unspecified)	-9%	-5%	4%	0.8%	2%
Cc1ccc(S(=O)(=O)N2CCN(S(=O)(=O)N3CCCCCC3)CC2)cc1	0%	0%	-4%	0.2%	0%

Part of the list above in order of heavy-atom count, ascending:
SMILES	Salmonella PhoP GFP	M. tuberculosis HTS	influenza NS1A	inhibitors of VEEV	tuberculosis growth	others
O=C(O)c1ccc2cccc(Cl)c2c1O	-12%	-2%	-6%	2.2%	61%
CCN(CC)C(=O)Oc1ccc(Cl)c2ccccc12	3%	29%	-4%	i	26%
CC(SCc1ccccc1)C(=O)Nc1ccccc1F (stereo unspecified)	-5%	3%	4%	0.5%	?
C=CCNC(=O)NC(=O)COC(=O)c1cccnc1SC	-5%	-9%	-24%	1.7%	9%
O=S(=O)(C=C(c1ccccc1)c1ccccc1)c1ccccc1	-12%	10%	-4%	3.0%	24%
O=C(COC(=O)c1ccccc1Cl)NC(=O)NCc1ccccc1	-3%	4%	-3%	0.8%	?
Cc1ccc(C)c(OCC(=O)NNC(=O)CSC(=S)N2CCCC2)c1	4%	-1%	-7%	0.5%	22%
Cc1ccc(CC(CC(=O)Nc2cccc(C(F)(F)F)c2)C(=O)O)cc1 (stereo unspecified)	-10%	2%	5%	1.1%	29%
Cc1ccc(C2=Nc3ccccc3N=C(c3ccc([N+](=O)[O-])cc3)C2)c(O)c1	-8%	0%	3%	0.7%	0%
CCOC(=O)C(C)Sc1cc(CS(=O)(=O)c2ccccc2)nc(-c2ccccc2)n1 (stereo unspecified)	-17%	2%	-3%	2.0%	17%	inhibitors of VEEV 10K pilot screen=1.0
CC(C)(C)N(Cc1ccccc1)C(=O)COC(=O)C1CC(=O)N(Cc2ccccc2)C1 (stereo unspecified)	nt	nt	-2%	0.8%	nt
N#CCCN(C(=O)COC(=O)c1cccc(S(=O)(=O)Nc2ccc([N+](=O)[O-])cc2)c1)c1ccccc1	-7%	-2%	-6%	2.1%	-1%

Next section.
SMILES	Salmonella PhoP GFP	M. tuberculosis HTS	influenza NS1A	inhibitors of VEEV	tuberculosis growth	others
C=CCn1c(NCc2ccc(OC)cc2O)nc2ccccc21	-5%	-3%	-3%	2.0%	21%
O=C(NCc1ccc2c(c1)OCO2)c1cc(=O)[nH]c2ccccc12	-6%	3%	-23%	4.2%	-4%
O=C1CC(c2ccc(F)cc2)Cc2nc(NCC3CCCO3)ncc21 (stereo unspecified)	5%	-7%	-7%	3.8%	6%
CCn1cc(C2=NOC(C(=O)Nc3c(C)nn(Cc4ccc(F)cc4)c3C)C2)c(C)n1 (stereo unspecified)	nt	nt	2%	0.9%	nt
Cc1ccc(S(=O)(=O)N2CCCCC2)cc1C(=O)NCCN1CCOCC1	nt	-8%	-13%	1.5%	-6%
CCOC(=O)c1cc2c(nc1C)-c1cc(Cl)cc(Cl)c1OC2O (stereo unspecified)	3%	2%	2%	0.4%	10%
CC1(C(=O)O)Cc2ccccc2C(=O)O1 (stereo unspecified)	0%	-1%	-1%	1.1%	-18%
NC(=O)c1cc([N+](=O)[O-])ccc1NCCc1ccccc1	-1%	4%	-26%	1.8%	-5%
CC(=O)N/C(=C\c1ccccc1)C(=O)OC(C)C(=O)Nc1ccccc1F (stereo unspecified)	nt	3%	-10%	i	17%
Cc1cc(N=Nc2ccc3ccccc3c2)ccc1O	0%	?	6%	2.2%	73%
O=C(CC12CC3CC(CC(C3)C1)C2)NCO	5%	-3%	-5%	1.9%	1%
O=C(COc1ccc(Cl)cc1)NCCCNC(=O)c1ccccn1	-13%	6%	-8%	i	-12%
COc1ccc(-c2ccc(SCC(=O)NCc3ccco3)nn2)cc1	-3%	-15%	3%	1.3%	52%
COC(=O)c1ccccc1S(=O)(=O)N(CCCO)Cc1cc2c(C)ccc(C)c2[nH]c1=O	-6%&6%	4%	-3%	11%	-9%
O=C(c1ccc(F)cc1)C1CCN(C(=O)N2CCOCC2)CC1	-1%	-1%	2%	3.3%	2%
CCn1nc(C(=O)OCC(=O)NC(C)C)c2ccccc2c1=O	-6%	-8%	-5%	3.8%	-14%
COC(=O)c1ccc2c(=O)[nH]c(COC(=O)c3cccc(S(=O)(=O)N4CCOCC4)c3)nc2c1	1%	7%	-4%	1.2%	20%
CCSc1ccccc1C(=O)Nc1cc(C)on1	-5%	-4%	-3%	2.6%	-5%
COc1ccc(C(=O)N/N=C/C(Br)=C/c2ccccc2)cc1	-4%	1%	-7%	1.5%	8%
COc1ccc(Cn2c(=O)oc3ccccc32)cc1F	-13%	4%	-28%	0.2%	17%
CCOc1ccc(-c2nnc(SCc3nnc(-c4ccccc4)o3)n2-c2ccccc2F)cc1	-9%	9%	-6%	8.2%	38%
CCC(=O)c1c[nH]c(C(=O)N2CCOCC2)c1	-8%	-7%	-6%	0.3%	-15%
O=C(c1ccc(Cl)cc1)c1cn[nH]c1-c1ccccc1O	-2%	-3%	-16%	i	6%
O=c1c(Cc2ccccc2)c(O)nc2n1CCCS2	-8%	4%	-19%	i	10%
COc1ccc(C)cc1NC(=O)CCN1CCN(c2ccccc2)CC1	9%	6%	0%	0.3%	8%
COc1ccc(NC(C)=O)cc1NC(=O)CN1CCN(S(=O)(=O)c2ccc(C(C)C)cc2)CC1	7%	-4%	1%	1.6%	6%
COc1ccc(NC(=O)c2cc([N+](=O)[O-])ccc2NC(=O)CNCc2ccccn2)c(OC)c1	-10%	8%	4.4µM*	12%	6%
Cc1nn(-c2ccc(Cl)cc2)c(Cl)c1/C=N/NC(=O)c1ccc(NS(=O)(=O)c2cccs2)cc1	-8%	?	-6%	7.9%	37%
C=CCn1c(=O)/c(=C2/Sc3cc(OC)ccc3N2C)s/c1=C1\C(=O)N(CC)C(=S)N1C	7%	0%	nt	nt	-1%
CCN1C(=O)[C@H]2[C@@H](c3ccc(-c4ccccc4)cc3)N3CCCC[C@@]3(C(=O)OC)[C@H]2C1=O	19%	5%	4%	1.2%	7%
O=C(Nc1cccc(C(F)(F)F)c1)C(=O)N1CCCCC1	6%	1%	-4%	0.3%	-6%
CC(=O)c1ccc(OCC(=O)Nc2ccccc2C(=O)NC2CC2)cc1	-10%	-20%	-2%	0.8%	-8%
CCOc1ccc(NC(=O)N(CC(C)C)CC(C)C)cc1	8%	-4%	-35%	i	39%

Screening data deposited in PubChem BioAssay by Southern Research Specialized Biocontainment Screening Center.
